Screening results as filed in PubChem BioAssay.
P. falciparum M17LAP – P. falciparum M17LAP inhibitors, primary screen, biochemical, fluorogenic H-Leu-NHMec substrate, 1536-well (AID 1619). 220,000 tested, 0.38% active. one-dose inhibition, % at 30 µM; IC50 in µM for titrated hits. recombinant M17LAP, H-Leu-NHMec fluorogenic kinetic assay; higher % means a stronger effect;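 active means compound inhibiting the enzyme by more than half at any dose during confirmatory dose-response retesting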;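 further: plate controls were full reaction with DMSO carrier for no effect and no enzyme background for full effect; strong numbers were not always called active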
Dynein transport – blocks dynein driven cargo transport along microtubules; 220,000 tested, 0.47% active; 3617.4 mouse cells, GR-EGFP nuclear translocation imaging; test concentration mostly 20 µM; stimulated with dexamethasone, 1 µM; stronger effect = lower value; z-score, hits read low; AID 1381;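 active means plate z-score of nuclear minus cytoplasmic receptor signal below a set negative limit, without overly bright fluorescence or cell loss, cut at about -3.5 in these data, passing the limit was not always enough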;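 further: z-score of nuclear minus cytoplasmic ring GR-EGFP intensity difference per well; some compounds called inactive have numbers as strong as hits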
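Also added: dexamethasone, 1.0 µM final. Medium: tet-free, stripped-serum medium. Detection: fixed, Hoechst-stained cells imaged at 10x for EGFP. Read-out: nuclear-to-cytoplasmic GR-EGFP distribution per well. Times: induction 48 h, compound 1 h, agonist 30 min.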
M1AAP inhibition – P. falciparum M1AAP inhibitors, biochemical, fluorogenic H-Leu-NHMec substrate, 1536-well (AID 1445) | 220,000 tested, 0.42% active | inhibition, % at 30 µM; hits with a dose series show IC50 in µM | recombinant M1AAP, H-Leu-NHMec fluorogenic kinetic assay; higher % means a stronger effect;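 active means primary inhibition above the hit cutoff, then over 50% inhibition at one or more dose response concentrations, cut at about 23% in these data, passing the limit was not always enough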;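 further: plate controls were DMSO full reaction for no effect and no enzyme background for full effect; strong numbers were not always called active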
AID2073 – inhibitors of Mint1-CaV2.2 protein interaction, biochemical, HTRF (AID 2073); one-dose inhibition, % at 20 µM; IC50 in µM for titrated hits; HTRF protein-protein interaction, Mint1-CaV2.2; higher % means a stronger effect; 290,000 tested, 0.19% active; in the data active means inhibition mostly above about 51%, no sharp cut-off; further: some results filed as inactive read as strong as hits
XIAP antagonists – small molecules displacing peptide from XIAP – biochemical, IAP family, fluorescence polarization (AID 1018); one-dose displacement, % at 20 µM; IC50 in µM for titrated hits; 200,000 tested, 0.007% active; XIAP BIR domain, fluorescence polarization peptide displacement; higher % means a stronger effect; in the data active means displacement above about 50%; further: a part of the inactive calls stands beside numbers as strong as those of hits
LYP inhibition – inhibitors of LYP phosphatase, biochemical, fluorescence intensity, uHTS (AID 1779); recombinant LYP phosphatase, fluorescence intensity; higher % means a stronger effect; inhibition, % at 11.5 µM; hits with a dose series show IC50 in µM; 290,000 tested, 0.054% active;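 further: plate controls were vehicle with enzyme for no effect and no enzyme for full effect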
PMI inhibition – MPI inhibition at elevated mannose 6-phosphate – biochemical, fluorescence intensity, high mannose 6-phosphate, primary screen (AID 1220); recombinant PMI enzyme, coupled fluorescence intensity; higher % means a stronger effect; inhibition, % at 20 µM; hits with a dose series show IC50 in µM; 190,000 tested, 0.66% active
Siah-1 displacement – blockers of Siah-1 interaction with plectin peptide – biochemical, fluorescence polarization, rhodamine-plectin, uHTS, primary screen (AID 1817); Siah-1 / rhodamine-plectin peptide fluorescence polarization; higher % means a stronger effect; displacement, % at 20 µM; hits with a dose series show IC50 in µM; 290,000 tested, 0.02% active;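 active means displacement of at least 50% at 20 µM, with a fluorescence ratio check between 0.3 and a set limit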;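 further: plate controls were Siah plus tracer with DMSO for no effect and tracer alone without Siah for full effect; strong numbers were not always called active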
PMI inhibitors – MPI enzyme activity inhibition – biochemical, fluorescence intensity, coupled assay, primary screen (AID 1209); inhibition, % at 20 µM; hits with a dose series show IC50 in µM; 190,000 tested, 0.42% active; purified PMI enzyme, coupled fluorescence intensity; higher % means a stronger effect;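 further: plate controls were DMSO vehicle for no effect and wells lacking substrate for full effect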
Dynein transport cytoplasmic EGFP – further read-out of Dynein transport, marked with its call; z-score; measured here: cytoplasmic GR-EGFP intensity; stronger effect = higher value
Dynein transport nuclear GR-EGFP – also measured in Dynein transport; calls as there; z-score; measured here: nuclear GR-EGFP intensity;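 lower value marks the stronger effect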
Dynein transport cell count – further read-out of Dynein transport, marked with its call; z-score; measured here: cell count per field
Numbers without * were called inactive. Unless noted, no stated cut-off is given here; in the data, active means inhibition above about 50%; inactive means the rest.

How did O=C1CCC(c2ccccc2)=NN1 do in these assays?
P. falciparum M17LAP: 6%; Dynein transport: 1.2; M1AAP inhibition: 2%; AID2073: 9%; XIAP antagonists: -6.9%; LYP inhibition: 5%; PMI inhibition: 0%; Siah-1 displacement: -4%; PMI inhibitors: 1%; Dynein transport cytoplasmic EGFP: -0.14; Dynein transport nuclear GR-EGFP: 0.78; Dynein transport cell count: -1.2

How did COc1cc(-c2nc(CN(C)C(C)c3ccncn3)c(C)o2)ccc1F (stereo unspecified) do in these assays?
P. falciparum M17LAP: 5%; Dynein transport: -0.58; M1AAP inhibition: 2%; AID2073: 3%; XIAP antagonists: -4.6%; LYP inhibition: 4%; PMI inhibition: 2%; Siah-1 displacement: 0%; PMI inhibitors: 8%; Dynein transport cytoplasmic EGFP: -0.31; Dynein transport nuclear GR-EGFP: -0.33; Dynein transport cell count: 0.9

What do the screens show for `CC/C(=N\NC(C)=O)c1ccc(OC(F)F)cc1`?
P. falciparum M17LAP: -10%; Dynein transport: 0.69; M1AAP inhibition: -1%; AID2073: 1%; XIAP antagonists: -3.6%; LYP inhibition: -6%; PMI inhibition: -7%; Siah-1 displacement: 3%; PMI inhibitors: -9%; Dynein transport cytoplasmic EGFP: -0.16; Dynein transport nuclear GR-EGFP: 0.63; Dynein transport cell count: -0.71

What do the screens show for `COc1cccc(CNC(=O)CCc2nnc(C3CCCCC3)o2)c1`?
P. falciparum M17LAP: -5%; Dynein transport: -0.97; M1AAP inhibition: -17%; AID2073: 11%; XIAP antagonists: -7.6%; LYP inhibition: -4%; PMI inhibition: 8%; Siah-1 displacement: 0%; PMI inhibitors: 10%; Dynein transport cytoplasmic EGFP: -0.27; Dynein transport nuclear GR-EGFP: -0.66; Dynein transport cell count: 0.81

Results for Cc1cccn2c(CNCCCOc3cccnc3)c(C(=O)N3CCOCC3)nc12 ?
P. falciparum M17LAP: 13%; Dynein transport: 1.2; M1AAP inhibition: 4%; AID2073: -5%; XIAP antagonists: -9.4%; LYP inhibition: -3%; PMI inhibition: 12%; Siah-1 displacement: 4%; PMI inhibitors: 10%; Dynein transport cytoplasmic EGFP: -0.33; Dynein transport nuclear GR-EGFP: 0.93; Dynein transport cell count: -0.11

How did COc1cccc(CNC(=O)Cn2nc(-c3ccc(Cl)cc3)ccc2=O)c1 do in these assays?
P. falciparum M17LAP: 2%; Dynein transport: -0.36; M1AAP inhibition: 0%; AID2073: 1%; XIAP antagonists: -0.6%; LYP inhibition: -11%; PMI inhibition: 0%; Siah-1 displacement: 0%; PMI inhibitors: 0%; Dynein transport cytoplasmic EGFP: -0.2; Dynein transport nuclear GR-EGFP: -0.33; Dynein transport cell count: -0.21

How did CC(C)CC(=O)CC1(O)C(=O)Nc2ccccc21 (stereo unspecified) do in these assays?
P. falciparum M17LAP: -4%; Dynein transport: -0.43; M1AAP inhibition: -2%; AID2073: 3%; XIAP antagonists: -6.7%; LYP inhibition: -8%; PMI inhibition: -4%; Siah-1 displacement: -5%; PMI inhibitors: -7%; Dynein transport cytoplasmic EGFP: -0.17; Dynein transport nuclear GR-EGFP: -0.25; Dynein transport cell count: 0.13

Results for COc1cc(NC(=O)c2cccs2)c(C(=O)OCC(=O)c2cc(C)n(-c3ccccc3)c2C)cc1OC ?
P. falciparum M17LAP: 4%; Dynein transport: -0.85; M1AAP inhibition: 3%; AID2073: 13%; XIAP antagonists: -7.7%; LYP inhibition: 1%; PMI inhibition: 7%; Siah-1 displacement: -5%; PMI inhibitors: -3%; Dynein transport cytoplasmic EGFP: -0.16; Dynein transport nuclear GR-EGFP: -0.68; Dynein transport cell count: 0.56

What do the screens show for `CCOc1ccc(-c2cc(CCCC(=O)NCc3ccco3)no2)cc1`?
P. falciparum M17LAP: 18%; Dynein transport: 0.49; M1AAP inhibition: 6%; AID2073: 7%; XIAP antagonists: 1.5%; LYP inhibition: -2%; PMI inhibition: 1%; Siah-1 displacement: 2%; PMI inhibitors: 2%; Dynein transport cytoplasmic EGFP: -0.2; Dynein transport nuclear GR-EGFP: 0.4; Dynein transport cell count: 0.33

How did Cc1ccccc1OCC(=O)Nc1ccc2c(c1)C(=O)c1ccccc1C2=O do in these assays?
P. falciparum M17LAP: 11%; Dynein transport: 0.2; M1AAP inhibition: -3%; AID2073: -17%; XIAP antagonists: -18%; LYP inhibition: 1%; PMI inhibition: -9%; Siah-1 displacement: 6%; PMI inhibitors: -15%; Dynein transport cytoplasmic EGFP: 0.17; Dynein transport nuclear GR-EGFP: 0.26; Dynein transport cell count: -0.073

Results for Cc1cc(C)n2c(SCc3ccc(C#N)cc3)nnc2n1 ?
P. falciparum M17LAP: -6%; Dynein transport: -0.53; M1AAP inhibition: -2%; AID2073: 10%; XIAP antagonists: -3.7%; LYP inhibition: -7%; PMI inhibition: 3%; Siah-1 displacement: -2%; PMI inhibitors: 3%; Dynein transport cytoplasmic EGFP: -0.32; Dynein transport nuclear GR-EGFP: -0.1; Dynein transport cell count: 0.11

What do the screens show for `CCc1ccc(/C=N/NC(=O)c2cc(C3CC3)nc3ccccc23)s1`?
P. falciparum M17LAP: 8%; Dynein transport: -0.93; M1AAP inhibition: -1%; AID2073: 1%; XIAP antagonists: -5.4%; LYP inhibition: 8%; PMI inhibition: 7%; Siah-1 displacement: 3%; PMI inhibitors: 10%; Dynein transport cytoplasmic EGFP: -0.26; Dynein transport nuclear GR-EGFP: -0.54; Dynein transport cell count: 0.31

Structural class: the compounds so far with fluorine (two)
How did COc1cc(-c2nc(CN(C)C(C)c3ccncn3)c(C)o2)ccc1F (stereo unspecified) do in these assays?
P. falciparum M17LAP: 5%; Dynein transport: -0.58; M1AAP inhibition: 2%; AID2073: 3%; XIAP antagonists: -4.6%; LYP inhibition: 4%; PMI inhibition: 2%; Siah-1 displacement: 0%; PMI inhibitors: 8%; Dynein transport cytoplasmic EGFP: -0.31; Dynein transport nuclear GR-EGFP: -0.33; Dynein transport cell count: 0.9

What do the screens show for `CC/C(=N\NC(C)=O)c1ccc(OC(F)F)cc1`?
P. falciparum M17LAP: -10%; Dynein transport: 0.69; M1AAP inhibition: -1%; AID2073: 1%; XIAP antagonists: -3.6%; LYP inhibition: -6%; PMI inhibition: -7%; Siah-1 displacement: 3%; PMI inhibitors: -9%; Dynein transport cytoplasmic EGFP: -0.16; Dynein transport nuclear GR-EGFP: 0.63; Dynein transport cell count: -0.71

(listing goes on)
What do the screens show for `O=C(CNC(=S)N(CCCN1CCOCC1)Cc1cccs1)NC1CCCCCCC1`?
P. falciparum M17LAP: 17%; Dynein transport: 1.3; M1AAP inhibition: 7%; AID2073: 36%; XIAP antagonists: -0.1%; LYP inhibition: 2%; PMI inhibition: -6%; Siah-1 displacement: -2%; PMI inhibitors: 2%; Dynein transport cytoplasmic EGFP: -0.1; Dynein transport nuclear GR-EGFP: 0.72; Dynein transport cell count: -0.67

How did CC(=O)c1cnc2c(-c3cccc(Br)c3)cnn2c1C do in these assays?
P. falciparum M17LAP: -8%; Dynein transport: 0.023; M1AAP inhibition: 4%; AID2073: 18%; XIAP antagonists: 0.1%; LYP inhibition: 1%; PMI inhibition: -4%; Siah-1 displacement: 8%; PMI inhibitors: -6%; Dynein transport cytoplasmic EGFP: -0.26; Dynein transport nuclear GR-EGFP: 0.24; Dynein transport cell count: 0.44

How did Cc1cc(C)cc(OCC(=O)N2CCCCCC2)c1 do in these assays?
P. falciparum M17LAP: -4%; Dynein transport: -0.31; M1AAP inhibition: 0%; AID2073: 6%; XIAP antagonists: -1.7%; LYP inhibition: -1%; PMI inhibition: 11%; Siah-1 displacement: 0%; PMI inhibitors: 16%; Dynein transport cytoplasmic EGFP: -0.23; Dynein transport nuclear GR-EGFP: -0.12; Dynein transport cell count: 1.4

What do the screens show for `CCOc1ccc(-c2c(=O)n(OCc3ccc([N+](=O)[O-])cc3)c3ccccc3[n+]2[O-])cc1`?
P. falciparum M17LAP: 3%; Dynein transport: -0.8; M1AAP inhibition: -4%; AID2073: 49%; XIAP antagonists: -9.9%; LYP inhibition: -1%; PMI inhibition: 1%; Siah-1 displacement: 1%; PMI inhibitors: 7%; Dynein transport cytoplasmic EGFP: -0.25; Dynein transport nuclear GR-EGFP: -0.54; Dynein transport cell count: 0.49

What do the screens show for `Cc1ccc(N2CCN(S(=O)(=O)N(C)C)CC2)cc1C`?
P. falciparum M17LAP: 10%; Dynein transport: -0.21; M1AAP inhibition: -2%; AID2073: -9%; XIAP antagonists: 13%; LYP inhibition: -9%; PMI inhibition: 7%; Siah-1 displacement: 0%; PMI inhibitors: 6%; Dynein transport cytoplasmic EGFP: -0.28; Dynein transport nuclear GR-EGFP: -0.15; Dynein transport cell count: 0.9

How did Cc1ccc(-c2nnc(Cc3ccc(Cl)cc3)o2)cc1 do in these assays?
P. falciparum M17LAP: 11%; Dynein transport: -0.11; M1AAP inhibition: 4%; AID2073: -1%; XIAP antagonists: -6.2%; LYP inhibition: -6%; PMI inhibition: 5%; Siah-1 displacement: 3%; PMI inhibitors: 4%; Dynein transport cytoplasmic EGFP: -0.22; Dynein transport nuclear GR-EGFP: 0.0051; Dynein transport cell count: 0.056

Results for Cc1ccc(NC(=O)/C(Cl)=C/c2ccccc2)cc1C ?
P. falciparum M17LAP: 1%; Dynein transport: 0.35; M1AAP inhibition: 11%; AID2073: 8%; XIAP antagonists: -20%; LYP inhibition: -2%; PMI inhibition: 11%; Siah-1 displacement: 4%; PMI inhibitors: 21%; Dynein transport cytoplasmic EGFP: -0.21; Dynein transport nuclear GR-EGFP: 0.26; Dynein transport cell count: 0.37

Results for CC1CC(C)CN(S(=O)(=O)c2ccc(Oc3ccc([N+](=O)[O-])cc3)cc2)C1 (stereo unspecified) ?
P. falciparum M17LAP: -4%; Dynein transport: 0.5; M1AAP inhibition: 4%; AID2073: 4%; XIAP antagonists: -7.0%; LYP inhibition: 1%; PMI inhibition: 5%; Siah-1 displacement: -4%; PMI inhibitors: 15%; Dynein transport cytoplasmic EGFP: -0.12; Dynein transport nuclear GR-EGFP: 0.56; Dynein transport cell count: -0.94
